Assay outcomes: PubChem BioAssay, several laboratories
aDG glyco act: increases alpha dystroglycan glycosylation. Pro5-aDG cells, alpha-DG glycosylation AlphaScreen (IIH6); 0% Pro5, 100% B10-LARGE cell signal. AID 624168. activation, % at 10 µM. 360,000 compounds, 0.22% hits;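 active = activation of at least 8% versus controls, or a plate z-score of at least 8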;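 note: Pro5 are CHO cells carrying HIG-tagged alpha-DG that lacks glycosylation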
MC4R ag barr: agonists of human melanocortin 4 receptor (MC4R) beta-arrestin | P32245 | U2OS MC4R beta-arrestin complementation, luminescence; percent of melanotan II response, DMSO zero | activation, % at 8.9 µM | 360,000 compounds, 0.98% hits | AID 540308;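 active = activation above a per-plate cutoff, the mean activation of sample wells on that plate plus 3 SD, cut at about 8% in these data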
H9c2 protect: protects H9c2 cardiomyocytes from peroxide injury; 360,000 compounds, 0.63% hits; protection from H2O2 cell death, % at 20 µM; AID 588492; H2O2 injury protection, ATPLite, 2 h;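 active = compounds giving at least 50% protection of heart cells from peroxide-induced death in the single-dose screen, raw or plate-pattern-corrected value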;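 note: 0% = DMSO wells with peroxide and 100% = DMSO wells without peroxide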
CaV13 ICDI inh: Primary screen for inhibitors of IQ motif and Ca2+-dependent inactivation inhibitor domain binding in CACNA1D, Förster resonance energy transfer in living cells, … | HEK cells, CFP/YFP FRET ICDI-IQ, plate reader, 10 min; percent FRET-ratio fall versus neutral wells | inhibition, % at 12.3 µM | 340,000 compounds, 0.098% hits | AID 743397;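 active = mean replicate inhibition of at least 30% and at least 1% of replicates passing that level; inconclusive = only one of the two criteria is met; inactive = neither criterion is met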;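 note: 0% = median of the neutral control wells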
HTR2A ag: agonists of mouse serotonin 5-HT2A receptor (HTR2A). P35363. CHO-K1 mHTR2A beta-arrestin complementation, luminescence; percent of 30 µM serotonin response. activation, % at 7.6 µM. 360,000 compounds, 0.66% hits. AID 624169;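 active = activation above a run cutoff, the mean activation of all tested compounds plus 3 SD, cut at about 14% in these data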;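 note: 0% = plate median of compound wells and 100% = 30 µM serotonin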
MC4R antagonist: human MC4R antagonism in cAMP assay; P32245; MC4R-expressing cells, MTII-stimulated cAMP, LANCE TR-FRET; inhibition, % at 6.5 µM; 360,000 compounds, 0.48% hits;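 active = inhibition above its plate's cutoff, the mean of tested wells on that plate plus 3 SD, cut at about 29% in these data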;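 note: 0% = Melanotan II alone and 100% = Melanotan II plus saturating MCL0020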
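Material: human MC4R-expressing U2OS cells. Probe or stimulus: Melanotan II challenge. Dosing: 6.5 µM single dose. Times: 30-min compound, 1-h challenge, 1-h detection, room temperature. Technique: TR-FRET with Eu-cAMP and labeled anti-cAMP, 671 nm. Replication: singlicate.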
Vif inh: inhibitors of HIV Vif; HEK293T cells, Vif self-association by quenched fluorescence, imaging, 24 h; 340,000 compounds, 0.35% hits; inhibition, % at 7.49 µM; in the data active = inhibition above about 50%, passing the limit was not always enough; inconclusive = no clear call, values can overlap the other calls; inactive = below about 31%; note: some results filed as inactive read as strong as hits
N-glyco inh: N-linked glycosylation inhibition | 360,000 compounds, 0.23% hits | D54 ERlucT glycosylation luciferase reporter, 24 h; percent of 100 nM tunicamycin response | reporter increase, % at 12.5 µM | AID 588692;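 active = mean luciferase reporter signal, scaled so untreated is 0 and the glycosylation-blocking control 100, at or above a set limit in every replicate; inconclusive = mean reaches the limit but not every replicate does; inactive = mean below the limit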;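 note: luciferase carries N-glycosylation sites so blocking glycosylation raises the light; 0% = median of neutral control wells and 100% = median of 100 nM tunicamycin wells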
PDI inh: PDI (human) enzyme inhibition | PDI insulin aggregation turbidity, A650, 90 min | P07237 | 350,000 compounds, 0.052% hits | inhibition, % at 10 µM;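 active = mean inhibition across replicates of 30% or more, whatever share of single replicates reach that level; inconclusive = mean inhibition below 30% while every single replicate reaches 30%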;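 note: absorbance from insulin aggregation driven by PDI reduction with DTT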
ABCB6 inh 2: blocks the human ABCB6 transporter; K562-ABCB6 porphyrin accumulation, flow cytometry, 1 h; hits give low values; fluorescence ratio to DMSO, % at 10 µM; 360,000 compounds, 0.19% hits; AID 602162;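 active = fluorescence ratio to DMSO below 75%, the collection mean minus 3 SD; inconclusive = too few cells collected in the well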;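 note: signal is porphyrin accumulated inside mitochondria; 100% equals median channel fluorescence of DMSO control wells; lower ratio means ABCB6 inhibition with less porphyrin fluorescence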
Target sequence (Q9NP58 whole entry, looked up): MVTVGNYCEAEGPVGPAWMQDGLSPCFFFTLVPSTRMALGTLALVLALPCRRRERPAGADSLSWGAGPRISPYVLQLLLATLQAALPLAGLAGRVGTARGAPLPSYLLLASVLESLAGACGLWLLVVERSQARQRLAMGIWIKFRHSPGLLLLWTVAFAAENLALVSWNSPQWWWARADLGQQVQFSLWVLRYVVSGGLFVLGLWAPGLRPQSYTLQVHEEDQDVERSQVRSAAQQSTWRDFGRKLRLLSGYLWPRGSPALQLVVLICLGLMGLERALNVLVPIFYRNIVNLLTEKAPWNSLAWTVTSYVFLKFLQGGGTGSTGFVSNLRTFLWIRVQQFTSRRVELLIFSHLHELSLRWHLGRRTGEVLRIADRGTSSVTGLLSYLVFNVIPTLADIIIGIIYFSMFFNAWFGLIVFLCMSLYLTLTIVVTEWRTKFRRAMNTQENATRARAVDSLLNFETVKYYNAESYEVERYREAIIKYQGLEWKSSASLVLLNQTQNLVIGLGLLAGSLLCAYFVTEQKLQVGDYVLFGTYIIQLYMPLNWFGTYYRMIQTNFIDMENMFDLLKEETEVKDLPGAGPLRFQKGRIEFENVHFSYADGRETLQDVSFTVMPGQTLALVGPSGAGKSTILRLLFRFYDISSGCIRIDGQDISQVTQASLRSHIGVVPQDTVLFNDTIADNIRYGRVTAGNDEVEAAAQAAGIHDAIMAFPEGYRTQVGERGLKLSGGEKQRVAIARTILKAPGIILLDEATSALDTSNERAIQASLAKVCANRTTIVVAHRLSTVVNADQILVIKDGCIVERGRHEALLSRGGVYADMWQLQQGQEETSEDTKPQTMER
An asterisk follows results filed as active; ? = inconclusive; / = not tested or not shown.

SMILES	aDG glyco act	MC4R ag barr	H9c2 protect	CaV13 ICDI inh	HTR2A ag	MC4R antagonist	Vif inh	N-glyco inh	PDI inh	ABCB6 inh 2
Cc1cccc(N(CC(=O)NCc2ccco2)C(=O)CCC(=O)Nc2ccccn2)c1	0.2	-0.8	9	/	6	-2	5	1	3	86
Cc1cc(C)cc(N(CC(=O)Nc2cccc(C)n2)S(=O)(=O)c2c(C)noc2C)c1	0.6	2.8	-2	9	-6	2	-3	-3	-6	98
Cc1cc(C(=O)Nc2ccc(Br)cc2F)n(-c2ccccc2)n1	0.2	-0.8	-1	-5	-2	7	-2	-1	-5	95
Cn1cc(CN2C[C@H]3CC[C@H]2C3)c(-c2ccccc2F)n1	0.0	0.7	1	-2	1	29*	-10	1	-1	98
COc1ccc2c(c1)OC[C@H]1[C@H]2N2C(=O)c3cc(F)ccc3NC(=O)[C@@]2(C)[C@H]1c1ccccc1	1.2	-0.1	-5	-9	1	25	-4	16	-7	83
CN(C)S(=O)(=O)c1cc(NC(=O)CSc2ncc(C(F)(F)F)cc2Cl)ccc1Cl	0.5	0.8	-5	-4	-2	4	-17	-9	-12	122
COc1ccc(/C=C2\Oc3cc(OCC(=O)N4CCC(C(=O)O)CC4)ccc3C2=O)c(OC)c1OC	-0.2	-1.3	1	/	-1	2	-4	3	/	99
Cc1cc(Cl)ccc1OCC(=O)N(Cc1cccs1)C1CCS(=O)(=O)C1 (stereo not drawn)	0.1	0.4	2	-3	2	-5	5	-2	10	94
CC1CCc2sc(C(=O)NN)cc2C1 (stereo not drawn)	-0.3	-2.0	-9	-7	-4	4	1	0	15	105
O=C(Nc1ccncc1)C1CCN(S(=O)(=O)c2ccc(Cl)cc2)CC1	0.2	-3.8	-8	-6	-2	5	-8	-2	3	92
O=C(CCN1C(=O)COc2ccccc21)NCCN1CCN(c2ccccc2F)CC1	0.4	-0.8	-4	-10	0	7	0	0	-11	101
O=C(NCCc1ccccc1)c1ccc(NC(=O)c2cccnc2)cc1	1.1	-2.5	4	-6	-3	17	-10	-2	2	100
C[C@@H](c1ccccc1)N1C[C@H](COCc2ccccc2)Oc2cc(N3CC[C@@H](O)C3)ccc2S1(=O)=O	-0.1	/	/	-9	0	/	/	/	/	98
O=C(Nc1cc(F)ccc1F)c1ccc(-n2cncn2)c([N+](=O)[O-])c1	-0.3	-0.7	2	-2	-6	7	33	2	-6	97
COc1ccc(-n2c(SCC(=O)OC(C)C)nnc2-c2ccccn2)cc1	-0.4	-2.7	4	-8	-1	6	-2	0	6	97
Cc1ccc(S(=O)(=O)N(C)C)cc1NC(=O)c1ccc(-n2cncn2)c([N+](=O)[O-])c1	-0.1	-1.9	6	-6	-10	7	15	0	27	96
COc1ccc(NC(=O)CSC2=NCCN2)cc1	-0.2	1.2	9	-7	5	-1	3	-2	-7	91
Cc1nc(N)nc(Nc2ccc(Cl)cc2)c1Br	0.8	-1.5	-9	-6	0	7	-32	-2	-2	100
Cc1ccc(C(=O)n2nc(-n3cccc3)c3c(C)cc(C)nc32)cc1	-0.5	-3.3	4	-6	1	10	-3	2	-3	94
COc1cccc(CNS(=O)(=O)c2cc3c(cc2C)n(C)c(=O)c(=O)n3C)c1	0.1	-1.6	8	-2	-2	11	19	0	/	100
Cc1c(NS(=O)(=O)c2ccc3[nH]c(=O)[nH]c3c2)c(=O)n(-c2ccccc2)n1C	-0.3	0.1	2	-5	2	19	/	-1	1	103
C/C(=N\Nc1nc(C)cc(C)n1)c1ccc(C)o1	0.0	0.8	2	-5	-4	-4	1	0	3	94
CC1(OC(=O)CCc2ccccc2)C(=O)C=C2C=C(c3ccc(C#N)cc3)N(C(CO)CO)C=C2C1=O (stereo not drawn)	0.2	-0.7	7	-10	2	6	0	3	-4	96
COc1ccc(NC(=O)c2ccc(NC(=O)CN(C)CC(=O)Nc3c(C)cccc3C)cc2)cc1	0.2	-0.6	1	-6	-5	13	-13	-1	2	99
Cc1c(C)c2ccc(O[C@@H]3O[C@H](CO)[C@H](O)[C@H](O)[C@H]3O)cc2oc1=O	-0.1	0.9	3	-19	0	28	-1	2	2	135
COC(=O)CSc1nc(N)c(C#N)c(-c2ccco2)c1C#N	-0.1	-1.3	43	/	1	2	16	2	-7	98
O=C(NCCCN1CCN(CCCNC(=O)c2cc([N+](=O)[O-])ccc2Cl)CC1)c1cc([N+](=O)[O-])ccc1Cl	0.1	-1.3	3	-3	1	-9	0	-4	0	97
O=C(N/N=C/c1ccco1)c1cc(-c2ccc(Cl)cc2)n[nH]1	0.1	-0.9	-7	-16	3	6	9	3	-4	100
Cc1ccc(C)c(NC(=O)CN(C)C(C)C(=O)N2CCCC2)c1 (stereo not drawn)	0.0	-2.4	3	-9	7	5	-6	0	-8	104
O=Cc1[nH]c2ccccc2c1N(C(=O)CCl)c1ccc([N+](=O)[O-])cc1	0.0	0.2	-7	-29	0	16	0	-2	17	96
COc1ccc(C(C(=O)NC2CCCCC2)N(C(=O)c2snc(C(N)=O)c2N)c2ccccc2OC)cc1 (stereo not drawn)	0.1	-1.8	3	-7	9	27	-7	-2	1	96
CCOC(=O)C1=C(C)N=C2SCCC(=O)N2C1c1cc(Br)ccc1OC (stereo not drawn)	0.1	-0.7	10	/	-2	-3	-1	-1	-3	93
COCCn1nnnc1C(c1cccs1)N1CCN(c2ccccc2)CC1 (stereo not drawn)	0.0	-0.2	-1	-6	-1	3	-3	0	-1	100
Cc1ccc(-c2oc3ccccc3c(=O)c2OCC(=O)O)cc1	0.3	0.1	2	-6	-1	4	3	0	-5	101
Cc1ccc(-c2nnnn2C2C/C(=N\NC(N)=S)C3OCC2O3)cc1 (stereo not drawn)	0.1	0.1	-9	9	-2	5	13	-1	5	98
O=S(=O)(c1ccccc1)N1CCN=C1SCc1ccccc1Cl	0.8	0.7	-15	-2	-5	5	-4	-2	-4	101
COc1ccc(C(=O)Nc2ccccc2Cc2ccccc2)c(OC)c1	1.1	1.9	-13	-3	-1	5	-3	1	8	100
Cn1c(=O)c2c(nc(OCc3ccccc3)n2C)n(C)c1=O	0.0	-1.3	30	-8	-1	9	2	2	6	104
COC(=O)C1=C(C)NC(=O)NC1c1ccc([N+](=O)[O-])o1 (stereo not drawn)	-0.2	-1.8	4	-2	-1	-2	3	2	-2	92
CCNc1c(NC(=O)c2ccc3c(c2)OCO3)c(=O)oc2ccccc12	-0.4	-3.0	8	-13	-9	3	4	1	2	90
COC(=O)[C@H](C)NC(=O)Nc1ccc(OC)c(OC)c1	-0.1	0.5	-2	/	0	7	-5	2	7	101
COC(=O)C/C=N/N=C1/NC(=O)/C(=C/C(=O)O)S1	0.1	4.2	-7	-6	-2	10	?	1	-3	104
COc1ccc(Cc2nnc3c4cnn(C)c4ncn23)cc1	-0.1	-3.2	11	-5	-1	15	/	0	3	102
CC1(C)NC(=O)N(CC(=O)OCC(=O)c2ccc(F)cc2)C1=O	-0.2	-1.0	-1	-6	2	10	15	4	-5	99
COc1ccc(CC(=O)Nc2nc(-c3cccnc3)cs2)cc1	0.0	-1.2	3	-5	0	-2	-3	0	-7	96
O=C(O)CSc1ccc(Oc2ccc(SCC(=O)O)cc2)cc1	0.0	-0.8	-3	-7	2	-1	16	0	-15	99
O=C(NC(NCCCN1CCOCC1)(C(F)(F)F)C(F)(F)F)C1CCCCC1	-0.1	-0.4	-7	/	3	7	7	1	1	99
CCCc1cc(-c2n[nH]c(=S)n2CC)c2ccccc2n1	0.4	-1.9	-3	/	0	-5	-5	-1	-18	95
CCc1ccc(C(=O)Nc2ccc(C)c(NS(C)(=O)=O)c2)cc1	0.3	-0.5	-5	-21	-6	5	-11	0	0	96
COc1ccc(OC)c2[nH]c(=O)c(CCNC(=O)c3ccc(S(=O)(=O)N(C)C)cc3)cc12	-0.4	-1.2	27	-7	7	-2	2	3	-1	97
Cc1ccc(S(=O)(=O)N(C)c2ccc(OCC(=O)OCc3nnc(-c4ccccc4)o3)cc2)cc1	-0.3	-3.0	33	-5	6	10	4	1	6	101
CCCCCCCCn1c(N2CCN(c3cccc(Cl)c3)CC2)nc2c1c(=O)[nH]c(=O)n2C	4.5	0.4	-7	-6	-1	3	-2	-7	4	98
CN(CC(=O)Nc1cccc(S(=O)(=O)N2CCCCC2)c1)Cc1ccc(F)cc1	0.3	0.1	-14	-5	-7	9	-21	-2	3	98
CC1(C)OC(=O)C2=C(C[C@@H](C3CCCCC3)O[C@H]2c2ccccc2)O1	0.0	/	/	-5	5	/	/	/	/	122
Cc1ccc(S(=O)(=O)Cn2nnnc2CN2CCCC3(CCCCC3)C2)cc1	-0.2	1.7	-10	/	1	1	-6	-4	5	100
Cc1ccc(-c2n[nH]c(=S)n2/N=C/c2ccncc2)cc1	-0.3	-3.3	-4	-9	-3	20	-2	-1	-1	97
COc1cccc(CNc2nn[nH]n2)c1OC	0.0	-0.1	-4	-5	0	9	18	-1	-5	95
Cc1ccc(C)c(NC(=O)C[n+]2ccccc2)c1	0.2	3.1	0	-4	7	2	0	2	10	112
CCc1nc(SCC(=O)Nc2ccc3c(c2)OCCO3)c2oc3ccccc3c2n1	0.8	2.6	0	-1	1	-9	-6	1	4	104
COc1cc(C(=O)Nc2nc(-c3cc(C)ccc3C)c(C)s2)ccc1OCC(=O)Nc1ccc(F)cc1	0.0	-1.8	2	-18	1	7	8	-4	-8	90

Later entries.
SMILES	aDG glyco act	MC4R ag barr	H9c2 protect	CaV13 ICDI inh	HTR2A ag	MC4R antagonist	Vif inh	N-glyco inh	PDI inh	ABCB6 inh 2
CCCCNc1nc(-c2ccccc2)c(C(=O)OCC)cc1C#N	-0.2	6.0	-15	-6	0	-8	-13	3	0	103
O=C(NCCCn1ccnc1)c1ccc(OCC(F)(F)F)cc1	0.1	0.0	-2	-9	0	18	-2	1	3	98
CC1(C(=O)NCc2ccc(C(F)(F)F)cc2)CCN1Cc1cc2ccccc2o1 (stereo not drawn)	-0.1	1.9	-9	-10	-6	14	-8	-4	-13	102
Cc1ccccc1OCC(=O)N(Cc1nc(-c2ccccc2)no1)C(C)C	0.1	-1.2	-14	-5	-1	12	5	1	-4	98
CCn1cc(C(=O)NC2CCCCCC2)c2cc(OC)c(OC)cc2c1=O	-0.2	-1.1	19	-5	-3	3	-1	1	-10	95
CC(CNC(=O)c1ccccc1[N+](=O)[O-])NC(=O)c1ccccc1[N+](=O)[O-] (stereo not drawn)	0.0	0.6	-1	-4	7	0	-6	-2	0	98
CC1=C(C(=O)NC2CCC(C)CC2)C2(CCC(C)CC2)OC1=O (stereo not drawn)	1.2	3.8	-6	-3	3	12	8	1	/	99
